Screening data as filed in PubChem BioAssay.
CRFR2-BP ag: agonists of human CRF-binding protein/CRF-R2 receptor complex | HEK293 CRF-R2/CRF-BP, calcium dye fluorescence (FLIPR); percent of saturating CRF peptide response | activation, % at 13.2 µM | 350,000 tested, 0.46% active | AID 588473;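 active means activation of at least 50%, plus an integration ratio under a set limit after plate pattern correction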;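 further: plate controls were neutral control wells without compound for no effect and CRF at EC100 for full effect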
CRFR2-BP antag: blocks CRF-induced signaling of the CRF-BP/CRF-R2 complex | HEK293 CRF-R2/CRF-BP, CRF-induced calcium fluorescence | inhibition, % at 11.8 µM | 350,000 tested, 0.59% active;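 active means inhibition of the ligand-induced calcium signal above about 50% at the single tested concentration, limit read from the data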
IDE act: boosts human insulin-degrading enzyme activity in HEK cells. FAbeta-B cleavage, fluorescence polarization; 0% vehicle, 100% cell-free pure enzyme wells. activation, % at 5.96 µM. P14735. 340,000 tested, 0.073% active. AID 493087;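 active means activation above the mean of all tested compounds plus 3 SD, set per screening campaign, cut at about 17% in these data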
PHOSPHO1 inh: PHOSPHO1 (human) inhibition; 290,000 tested, 1.1% active; inhibition, % at 13.3 µM; recombinant PHOSPHO1, absorbance phosphatase assay; Q8TCT1; in the data active means inhibition above about 60%
CHRM4 PAM: positive allosteric modulators of human muscarinic M4 receptor | activation, % at 3 µM | CHO-K1 hM4/Gqi5, Fluo-8 calcium fluorescence, ACh EC20; 0% = ACh EC20, 100% = maximal ACh | AID 624126 | 360,000 tested, 0.4% active | P08173;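 active means activation above its plate's cutoff, the mean activation of sample wells plus 3 SD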; further: some results filed as inactive read as strong as hits
p-CIP stab down: p/CIP protein destabilization; Q05BA5; F442A p/CIP-EGFP cells, EGFP fluorescence, 16 h; decrease of EGFP signal, % at 10 µM; 290,000 tested, 0.01% active; AID 1984;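 active means EGFP signal decrease of at least 30% at 10 µM or well 3 SD below plate mean, unless failing retest; inactive means the rest, including hits failing retest or dose response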; further: some compounds called inactive have numbers as strong as hits; many of its hits are not listed in these tables
Target sequence (Q05BA5 1-1403): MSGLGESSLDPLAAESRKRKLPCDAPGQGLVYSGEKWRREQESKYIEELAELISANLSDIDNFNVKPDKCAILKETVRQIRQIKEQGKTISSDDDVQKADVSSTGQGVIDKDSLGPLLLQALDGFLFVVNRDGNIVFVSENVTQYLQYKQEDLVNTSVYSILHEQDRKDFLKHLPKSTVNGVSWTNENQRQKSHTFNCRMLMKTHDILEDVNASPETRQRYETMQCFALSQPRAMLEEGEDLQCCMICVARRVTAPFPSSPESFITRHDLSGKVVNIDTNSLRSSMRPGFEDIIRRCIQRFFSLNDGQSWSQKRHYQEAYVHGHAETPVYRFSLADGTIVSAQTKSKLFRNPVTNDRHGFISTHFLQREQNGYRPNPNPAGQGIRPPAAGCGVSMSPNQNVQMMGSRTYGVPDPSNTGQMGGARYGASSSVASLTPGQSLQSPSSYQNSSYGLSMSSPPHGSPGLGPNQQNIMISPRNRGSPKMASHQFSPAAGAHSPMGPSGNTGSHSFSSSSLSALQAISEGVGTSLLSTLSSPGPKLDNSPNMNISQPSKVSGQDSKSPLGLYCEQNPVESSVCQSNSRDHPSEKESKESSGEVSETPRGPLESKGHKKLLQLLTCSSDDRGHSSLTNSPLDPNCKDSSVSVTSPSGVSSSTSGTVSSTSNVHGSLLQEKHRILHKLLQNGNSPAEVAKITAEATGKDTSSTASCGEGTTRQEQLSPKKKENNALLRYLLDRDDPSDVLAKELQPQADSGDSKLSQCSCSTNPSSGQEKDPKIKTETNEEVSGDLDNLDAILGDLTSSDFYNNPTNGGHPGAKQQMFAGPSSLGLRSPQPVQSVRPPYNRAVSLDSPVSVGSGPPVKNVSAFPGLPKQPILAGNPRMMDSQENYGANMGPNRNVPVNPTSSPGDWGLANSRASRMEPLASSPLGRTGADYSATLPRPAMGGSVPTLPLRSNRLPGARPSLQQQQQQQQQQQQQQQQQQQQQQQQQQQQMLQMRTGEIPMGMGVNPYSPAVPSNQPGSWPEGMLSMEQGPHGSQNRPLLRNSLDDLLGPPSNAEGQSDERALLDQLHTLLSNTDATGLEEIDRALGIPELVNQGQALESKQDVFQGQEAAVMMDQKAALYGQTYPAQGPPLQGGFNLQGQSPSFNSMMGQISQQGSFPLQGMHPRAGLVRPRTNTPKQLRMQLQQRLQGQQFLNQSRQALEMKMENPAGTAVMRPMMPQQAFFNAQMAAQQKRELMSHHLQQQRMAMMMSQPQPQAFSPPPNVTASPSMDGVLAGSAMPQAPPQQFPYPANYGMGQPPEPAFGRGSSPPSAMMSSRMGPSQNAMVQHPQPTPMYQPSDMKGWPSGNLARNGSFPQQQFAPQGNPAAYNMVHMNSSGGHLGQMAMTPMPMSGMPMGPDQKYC
GalR3 antag: blocks the human galanin receptor 3. HEK293 GalR3-CNG cAMP membrane potential fluorescence; galR3 body fused to GalR1 C-terminus. inhibition, % at 3 µM. 360,000 tested, 0.44% active;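 active means inhibition above the screen-wide average plus 3 SD, cut at about 13% in these data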;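 further: forskolin and galanin both at EC90 stimulate the cells; cAMP rise reported by CNG channel membrane potential dye signal; 0% = forskolin plus galanin with DMSO and 100% = forskolin alone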
IDE inh: inhibitors of human insulin-degrading enzyme in cells. AID 434962. inhibition, % at 5.59 µM. P14735. HEK cells, FAbetaB cleavage, fluorescence polarization. 320,000 tested, 0.41% active;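 active means percent inhibition above the average of all tested compounds plus 3 SD, set per screening campaign, cut at about 16% in these data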;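 further: IDE supplied by intact live HEK cells; FP after avidin binding of uncleaved biotin substrate so inhibition keeps polarization high; 0% = DMSO wells and 100% = 60 µM reference IDE inhibitor Ii1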
MEKK3 PB1 HTS: raises or lowers MEK5 binding to the human MEKK3 PB1 domain. AID 1529. binding response (% of control), % at 10 µM. bead-based flow cytometry, Alexa488-MEK5 binding to MEKK3; actives lie on both sides; 0 = blocked by unlabeled MEK5, 100 = vehicle. 290,000 tested, 1.4% active. Q99759;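 active means binding response more than 3 SD above or below the average of its plate-row segment, actives on both sides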;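 further: Alexa488 bead fluorescence after subtracting the streptavidin-only scavenger bead signal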
Active calls of the source: *; . = not tested or not shown; [ ] = dose if it differs, or a comment. Compounds as they come, and some 4.2% of all compounds hit somewhere here.

No.	SMILES	CRFR2-BP ag	CRFR2-BP antag	IDE act	PHOSPHO1 inh	CHRM4 PAM	p-CIP stab down	GalR3 antag	IDE inh	MEKK3 PB1 HTS
1	COc1ccc(-c2ccnc(SCC(=O)c3ccc(OC)c(OC)c3)n2)cc1	-0.5	-9	2	-9	5	-6	-6	5	132*
2	CCN(C[C@H]1N[C@@](CC)(C(=O)OC)[C@H]2C(=O)N(C)C(=O)[C@@H]12)S(=O)(=O)c1ccc(C(F)(F)F)cc1	-2.5	-6	5	.	2	.	-6	0	.
3	CCOC(=O)[C@@H]1[C@H]2COc3cc(OC)ccc3[C@@H]2N2C(=O)N(c3cccc(F)c3)C(=O)[C@]12C	-1.6	13	1	-2	0	0	-7	1	103
4	CN(CCc1ccccn1)C(=O)c1nn2c(C(F)(F)F)cc(-c3ccco3)nc2c1Cl	-0.4	10	1	3	3	-8	-2	-2	103
5	COc1ccc(C(=O)NNC(=O)CSc2nc3c([nH]2)c(=O)n(C)c(=O)n3C)cc1	-1.3	2	2	37	2	7	-4	1	99
6	Cc1ccc(OC(C)C(=O)N(Cc2cccs2)C2CCS(=O)(=O)C2)cc1C (stereo unspecified)	-1.3	-23	6	17	0	4	1	2	92
7	O=C(COC(=O)CC(c1ccccc1)c1ccccc1)NCc1ccc(Cl)cc1	160*	-171	2	24	-4	-10	-3	4	94
8	COc1cc(NC(=O)CCNC(=O)N2CC(=O)Nc3ccccc32)cc(OC)c1OC	-2.3	5	.	.	6	.	-2	.	.
9	CC(=O)N1CCCc2cc(S(=O)(=O)N3CCCC(C(=O)Nc4ccc(C)cc4C)C3)ccc21 (stereo unspecified)	-1.8	-12	2	41	-1	-1	0	-6	99
10	CCOc1ccc2nc(NC(=O)CN3CCN(C)CC3)sc2c1	-1.0	-1	3	26	3	1	-1	5	99
11	O=C(Nc1cccc(NC(=O)c2cccs2)c1)c1ccco1	0.3	-24	5	28	2	0	-1	2	105
12	N#CCCCN1C(=O)C(=C(C#N)C#N)c2ccccc21	-0.1	-16	6	13	3	-8	-2	-3	107
13	COc1cc(/C=C/C(=O)OCC(=O)c2ccc(S(=O)(=O)N3CCCCC3)cc2)cc(OC)c1OC	2.6	4	-3	.	10	.	-2	.	.
14	O=C(CN(CC1CCCO1)C(=O)CNS(=O)(=O)c1ccc(F)cc1)NCc1ccccc1 (stereo unspecified)	-0.1	15	4	28	-7	-12	-4	-11	102
15	COc1ccc(-c2nc3ccccn3c2C=O)cc1	3.7	-9	-2	9	-3	-7	-11	6	92
16	CC(Sc1nnc(COc2ccc(Cl)cc2)n1-c1ccccc1)C(=O)O (stereo unspecified)	0.5	18	6	3	4	12	0	1	108
17	N#CC1=C(N)Oc2c(ccc3ccccc23)C1c1cccs1 (stereo unspecified)	7.9	-19	.	93*	.	-3	.	5	101
18	CCOC(=O)C1=C(C)NC2=C(C(=O)CC(C)(C)C2)C1c1cccc(C)n1 (stereo unspecified)	-5.0	10	7	32	-5	-4	-3	-1	98
19	O=C(Cn1ncc(Cl)c(Cl)c1=O)N1CCc2ccccc21	-3.0	25	-4	24	-1	-3	-6	.	106
20	Cc1ccc(C(=O)N/C(=C/c2ccc(-c3cccc([N+](=O)[O-])c3)o2)C(=O)NCCCN(C)C)cc1	-1.9	8	6	41	3	12	1	5	102
21	COc1cc(C2NC(=O)NC(c3ccccc3)=C2C(C)=O)c(Br)cc1OCC(N)=O (stereo unspecified)	5.0	3	2	-6	-1	-3	-10	-1	101
22	CCCCS(=O)(=O)N1CCCC(C(=O)NCCc2ccccc2)C1 (stereo unspecified)	1.4	1	3	14	1	4	-6	1	99
23	CC[C@]1(C(=O)OC)[C@H]2C(=O)N(Cc3ccccc3)C(=O)[C@H]2[C@H]2CN=C(SCc3ccc(C#N)cc3)N21	-1.1	31	3	.	-4	.	-4	.	.
24	Cc1ccc(S(=O)(=O)N2CCOCC2)cc1C(=O)Nc1ccccc1N1CCOCC1	-1.0	2	0	.	1	.	-5	5	.
25	COc1ccc2c(c1)cc(C)c1nnc(SCC(=O)N3CCN(C(=O)c4ccco4)CC3)n12	-0.5	39	.	-6	.	-6	.	8	83
26	Cc1ccc(S(=O)(=O)NCCC(=O)OCC(=O)N(C)c2ccccc2)cc1	-1.8	-7	-2	.	3	.	-4	5	.
27	O=C1Nc2ccc(Br)cc2/C1=N/N=C/C1=C(N2CCOCC2)C(=C\c2ccccc2)/CC1	-0.1	2	0	7	-2	3	2	9	45*[inhibitor]
28	Cc1cc(N2CCC(C(=O)Nc3ccc(F)cc3)CC2)nc(-c2ccccc2)n1	1.9	-6	1	7	-7	5	-6	9	107
29	O=C(N/N=C/c1cc([N+](=O)[O-])ccc1O)c1c[nH]c2ccccc12	0.9	-20	-1	47	-8	1	-6	-4	106
30	CCC(C)(C(=O)NC1CCCCC1)N(C(=O)CC1NC(=O)NC1=O)c1c(C)n(C)n(-c2ccccc2)c1=O (stereo unspecified)	-1.5	-10	3	20	7	-14	-1	2	87
31	COc1ccc(/C=C(\C#N)C(=O)c2cccn2C)cc1	1.6	-8	3	11	-5	2	-6	6	101
32	CCCCn1c(CCC(=O)O)ccc1-c1cccs1	-0.6	7	4	2	8	-4	-3	9	99
33	Cc1ccc2c(c1)N(C(=O)CCC(=O)NCC(C)c1ccccc1)CC(C)O2 (stereo unspecified)	-1.3	-2	0	20	5	-6	.	-1	100
34	O=C(CCNC(=O)Cn1ccc2ccccc2c1=O)NCCCN1CCN(c2ccc(F)cc2)CC1	-1.4	4	3	-16	4	-7	-4	0	103
35	C=CCNc1nc(Nc2cc(Cl)ccc2OC)nc(OC)n1	0.0	7	1	19	-1	-2	-9	9	106
36	CCn1nnc2cc(C(=O)O)ccc21	-0.6	-3	7	46	4	-7	1	-3	95
37	COc1ccc(-n2ncc3c2CC(C)(C)CC3NC(=O)CCC2=NNC(=O)CC2)cc1 (stereo unspecified)	4.1	8	0	12	5	-10	-10	3	97
38	CCOC(=O)c1nnn(-c2nonc2N)c1-c1cccs1	0.9	1	2	-6	0	7	-2	0	104
39	COc1ccccc1CC(NC(C)=O)C(=O)N1CCN(C(=O)c2cccs2)CC1 (stereo unspecified)	3.5	-19	-4	-6	13	2	2	7	115
40	N#C/C(=C\c1c(F)cccc1Cl)c1nn(-c2ccccc2)c(-n2cccc2)c1C#N	0.0	13	8	-3	-9	2	-6	4	95
41	CCS(=O)(=O)N1CCN(S(=O)(=O)c2ccc3ccccc3c2)CC1	-0.5	3	-1	30	-8	-8	-9	-9	107
42	Cc1sc2nc(CN3CCOCC3)[nH]c(=S)c2c1C	-2.8	-2	-10	-91	-1	8	-3	12	95
43	CC(=O)Nc1ccc(NC(=O)[C@@H](NC(=O)c2ccccc2F)C(C)C)cc1	-0.4	7	-2	24	-12	-12	-8	2	103
44	COc1ccc(C(=O)NC(C)c2csc(C)n2)cc1OC1CCN(C(C)=O)CC1 (stereo unspecified)	-1.8	4	6	-22	-6	0	1	-3	102
45	O=C(CCNC(=O)c1ccc(Cl)cc1)Nc1ncccc1O	-0.2	-9	6	14	0	-3	1	-5	97
46	COC(CNC(=O)Cn1nc(Cc2ccncc2)c2ccccc2c1=O)OC	6.7	11	0	16	-2	3	-10	-2	104
47	C[C@H]1CCC[C@]2(O[C@H](CCO)C[C@H](O)[C@H]2O)O1	-1.2	0	-1	.	0	.	-4	3	105
48	COc1ccc(C(=O)N2CCN(c3cccc(Cl)c3)CC2)cc1	-1.8	-3	5	5	4	-18	1	10	89
49	COc1ccc(C(=O)NC2CC2)cc1OC1CCN(C/C=C/c2ccccc2)CC1	0.3	-12	0	16	-8	2	-7	8	93
50	CC1CCN(CCNC(=O)CCS(=O)(=O)c2ccc(Br)cc2)CC1	2.9	-1	-9	-10	9	2	-1	2	102

The results go on.
No.	SMILES	CRFR2-BP ag	CRFR2-BP antag	IDE act	PHOSPHO1 inh	CHRM4 PAM	p-CIP stab down	GalR3 antag	IDE inh	MEKK3 PB1 HTS
51	COc1cc(NC(=O)c2cccc([N+](=O)[O-])c2)ccc1NC(=O)c1cc2ccccc2o1	-1.7	-17	4	.	-1	0	-11	0	100
52	C=CCn1c(NC(=O)c2ccc(C)cc2)nc2ccccc21	-0.6	-4	2	45	-5	-2	-6	2	106
53	COc1ccc(OC)c(NC(=O)CSc2nnc(Cc3cccn3C)n2-c2ccc(F)cc2)c1	-2.0	16	2	18	-1	6	3	-2	105
54	O=C(OCC(=O)N1CCN(C(=O)c2ccco2)CC1)c1sc2ccccc2c1Cl	-0.7	17	2	4	4	-4	-10	3	103
55	Cc1cc(C)nc(NS(=O)(=O)c2ccc(NC(=O)CSc3nc(-c4ccccc4)c(C#N)c(=O)[nH]3)cc2)n1	-2.4	2	-2	-15	-6	-4	-1	6	102
56	COc1ccc(CCC(=O)N2CCN(S(=O)(=O)c3cccc(C(F)(F)F)c3)CC2)cc1OC	-0.7	-2	0	.	0	.	0	-4	.
